AID2073 – disruptors of CaV2.2 binding to Mint1 – biochemical, HTRF (AID 2073); HTRF protein-protein interaction, Mint1-CaV2.2; higher % means a stronger effect; inhibition, % at 20 µM, or IC50 in µM where a hit was titrated; 290,000 compounds, 0.19% hits; in the data active = inhibition mostly above about 51%, no sharp cut-off; inconclusive = no clear call, values can overlap the other calls; inactive = mostly below about 53%; also: some results filed as inactive read as strong as hits
HIV fusion peptide – inhibitors of HIV fusion peptide binding, primary screen, biochemical, uHTS, fluorescence dequenching (AID 1986). inhibition, % at 20 µM, or IC50 in µM where a hit was titrated. 290,000 compounds, 0.3% hits. cell-free peptide binding, fluorescence dequenching, 30 min; higher % means a stronger effect; in the data active = inhibition mostly above about 52%, no sharp cut-off; inactive = mostly below about 76%; also: some results filed as inactive read as strong as hits
* marks the source's active call; other numbers are inactive results; ? = inconclusive.

HIV fusion peptide | AID2073 | smiles
-2.3% | 7% | O=C(NCc1ccccc1F)c1ccc2ccccc2n1
0.9% | 3% | O=C(Nc1ccc(F)cc1)C1CCN(S(=O)(=O)c2cccc3nonc23)CC1
-2.0% | 10% | Cc1cccc(NC(=O)C(CCC(N)=O)NC(=O)OCc2ccccc2)c1 (centres undefined)
-2.4% | -19% | Cc1ccc(CN(C(=O)COc2ccc(C)c(C)c2)C2CCS(=O)(=O)C2)o1 (centres undefined)
1.8% | 0% | O=C1OC(c2ccc(F)cc2)=C/C1=C\c1ccc(O)cc1
0.7% | 8% | CC1(C)Cc2c(cnn2-c2cccc(F)c2)C(NC(=O)c2cc[n+]([O-])cc2)C1 (centres undefined)
0.1% | 6% | O=C(Nc1ccc(Cl)cc1C(=O)N1CCCCC1)c1ccco1
-1.5% | 8% | Cc1cc(=O)[nH]c(SCC(=O)NC2CCCCC2)n1
2.1% | 43% | CC(C)(C)c1ccc(S(=O)(=O)N2CCc3nc4ccccc4c(C(=O)O)c3C2)cc1
3.5% | 10% | CN1CCN(CC(=O)Nc2ccccc2C(F)(F)F)CC1
-1.4% | -11% | COCCn1c(SCC(=O)N2CCC(C)CC2)nc2c([nH]c3ccccc32)c1=O
-0.2% | -5% | CCC(=O)Nc1c(-c2ccc(Cl)cc2)c(=O)c2ccccc2n1C

Arranged by SMILES length (rising): some entries from above
HIV fusion peptide | AID2073 | smiles
-2.3% | 7% | O=C(NCc1ccccc1F)c1ccc2ccccc2n1
-1.5% | 8% | Cc1cc(=O)[nH]c(SCC(=O)NC2CCCCC2)n1
0.1% | 6% | O=C(Nc1ccc(Cl)cc1C(=O)N1CCCCC1)c1ccco1
-0.2% | -5% | CCC(=O)Nc1c(-c2ccc(Cl)cc2)c(=O)c2ccccc2n1C
-2.0% | 10% | Cc1cccc(NC(=O)C(CCC(N)=O)NC(=O)OCc2ccccc2)c1 (centres undefined)

Following part:
HIV fusion peptide | AID2073 | smiles
1.1% | 15% | Cc1ccc(CNC(=O)CN(C(=O)C2(C)CC(=O)N=C3C=CC=CN32)c2cc(C)ccc2C)cc1 (centres undefined)
-1.3% | 14% | O=C(CSc1nnc(NC(=O)c2ccccc2)s1)NC1CCCC1
0.9% | 30% | Cc1c(CCC(=O)NCCCC(=O)O)c(=O)oc2cc3oc4c(c3cc12)CCCC4
1.5% | -9% | C[C@H](NC(=O)c1ccccc1F)C(=O)N1CCC2(CC1)NCCc1[nH]cnc12
1.1% | 9% | Cc1ccc(CNC(=O)C2CCCN(S(=O)(=O)c3ccc(F)cc3)C2)cc1 (centres undefined)
-0.8% | 23% | CC(=O)NCCC(=O)Nc1cc(S(=O)(=O)N2CCCCC2)ccc1Oc1cccc(C)c1
1.4% | -4% | COc1ccc(C(C)NC(=O)c2ccncc2)cc1 (centres undefined)
0.0% | 48% | COc1ccc(CC(=O)O/N=C(\N)c2ccccn2)cc1OC
5.0% | 16% | O=C(NNC(=O)c1ccc(O)cc1O)c1ccc(-c2ccccc2)cc1
-1.4% | 13% | CC1CCN(C(=O)Cn2c(=O)n(Cc3ccco3)c(=O)c3sccc32)CC1
0.7% | 10% | COC(=O)c1c(S(=O)(=O)N2CCOCC2)c(C)n(C)c1C
-1.6% | 6% | CCOc1ccc(N(CC)C(=O)CCS(=O)(=O)c2cccc3nonc23)cc1
0.6% | 10% | COc1cccc(N2C(=NC(=O)c3ccccc3)SC3CS(=O)(=O)CC32)c1 (centres undefined)
1.3% | 25% | CCn1cc(C(=O)Nc2ncccc2O)c(=O)c2cc(F)c(N3CCN(C(=O)c4ccco4)CC3)cc21
12% | -6% | O=C(O)CCC(=O)Nc1ccc(SSc2ccc(NC(=O)CCC(=O)O)cc2)cc1
-0.5% | 31% | Cc1ccc(N2CCN(C(=O)c3nn(C)c4c3CS(=O)(=O)c3ccccc3-4)CC2)c(C)c1
2.0% | 19% | COc1ccc(C(=O)CSc2nnc(CNC(=O)c3ccc(S(=O)(=O)N(C)C)cc3)o2)cc1
1.8% | -6% | COc1ccc(CCNC(=O)CCC(=O)N2CCOc3ccc(C)cc32)cc1OC
0.2% | -1% | COc1ccc(C(C)=O)cc1COC(=O)c1c(C)nn(-c2ccccc2)c1C
0.7% | 1% | CCOC(=O)[C@@H]1[C@H]2COc3ccccc3[C@@H]2N2C(=O)N(c3ccc(Cl)cc3)C(=O)[C@@]12C
1.8% | ? | Cc1cc(C)c2c(CN3CCN(Cc4ccccc4)CC3)cc(=O)oc2c1C
1.0% | 5% | COCCn1c(=O)c2c(nc3n2CCCN3Cc2ccccc2)n(C)c1=O
-0.7% | 1% | COc1ccc(-c2noc(C3CCCN(C(=O)c4c(F)cccc4F)C3)n2)cc1OC (centres undefined)
-0.2% | 8% | COc1cccc(CN(C)C(=O)c2ccccc2Sc2ccccc2C#N)c1
-0.6% | 4% | CCc1cccc(NC(=O)C2CCCN(c3ncnc4c3nc3n4CCCCC3)C2)c1 (centres undefined)
-0.7% | ? | C#CCOn1c(-n2nc(C)cc2C)nc2ccccc2c1=O
-2.9% | 15% | O=C(N/N=C/c1ccco1)c1cccc(NC(=O)c2ccccc2Cl)c1
1.5% | 4% | COc1ccccc1-n1c(SCC(=O)O)nc2c(sc(=S)n2-c2ccccc2C)c1=O
0.8% | 2% | O=S1(=O)N=C(N/N=C/c2cccs2)c2ccccc21
-1.5% | 16% | Cc1cccc(N2CCN(C(=O)c3ccc4c(c3)c(C)c(C)n4C)CC2C)c1 (centres undefined)
-1.2% | 41% | CNC(=O)CSc1nc2ccccc2c(=O)n1C1CCCCC1
1.5% | 1% | O=S(=O)(c1ccc(F)cc1)c1nc(-c2ccccc2)oc1N1CCOCC1
-0.7% | 7% | Cc1cc(NC(=O)CCN2CCC(C)CC2)ccc1Br
1.2% | -8% | CCN(Cc1ccccc1)C(=O)CSc1ncn[nH]1
-2.8% | 6% | Cc1cc(Br)ccc1N=C1C(=O)Nc2ccccc21
-1.8% | 13% | COc1ccc(CCN2CC(C(=O)NCCN3CCNC3=O)CCC2=O)cc1 (centres undefined)

Part of the list above, with two lines to a compound.
Order of results: HIV fusion peptide	AID2073
Cc1cc(Br)ccc1N=C1C(=O)Nc2ccccc21
    -2.8%	6%
O=C(N/N=C/c1ccco1)c1cccc(NC(=O)c2ccccc2Cl)c1
    -2.9%	15%
CNC(=O)CSc1nc2ccccc2c(=O)n1C1CCCCC1
    -1.2%	41%

The list goes on.
HIV fusion peptide | AID2073 | smiles
0.4% | -6% | COc1ccccc1Cc1nnc(NC(=O)C2CCN(C(=O)c3ccco3)CC2)s1
1.2% | 18% | Cc1cc2ccccn2c1C(=O)c1ccc(F)cc1
0.2% | 0% | Cc1cccc(NC(=O)C[n+]2ccc(N(C)C)cc2)c1
-1.0% | 3% | COc1ccccc1NC(=O)CCS(=O)(=O)c1ccc2c(c1)oc(=O)n2C
-1.0% | 7% | Cc1cc2c(cc1S(=O)(=O)N1CCN(c3ccccc3)CC1)OCC(=O)N2
-1.5% | -3% | COc1ccccc1N1CCN(C2CCCN(S(=O)(=O)c3ccc(C)cc3)C2)CC1 (centres undefined)
-0.6% | -4% | COc1ccc(CNC(=O)COc2cccnc2[N+](=O)[O-])cc1
-1.1% | 16% | CNC(=O)c1cc(C(=O)c2ccc(C(F)(F)F)cc2)c[nH]1
0.6% | 4% | Cc1cc(OCCCC(=O)NNC(=O)c2ccncc2)ccc1Cl
2.1% | -3% | COCCCn1c(SCC(=O)NC2CCCC2)nnc1-c1ccncc1
-0.4% | 4% | Nc1ccn([C@H]2C[C@H](O)[C@@H](CO)O2)c(=O)n1
-0.4% | -6% | NC(=O)c1cc(S(=O)(=O)NCc2ccc(Br)cc2)cs1
-2.3% | 13% | COc1ccc(/C=N/Nc2nc(C)cc(-c3ccccc3)n2)c(OC)c1
42µM* | 27% | COc1ccc(-c2coc3c(C)c4oc(=O)c(CCC(=O)O)c(C)c4cc23)cc1
-0.9% | 4% | Cc1ccc(NC(=O)CCC(=O)N/N=C/c2ccc(O)cc2)cc1
-1.2% | 4% | COc1ccc(OC)c(NS(=O)(=O)c2c(C)nc3sccn3c2=O)c1
0.8% | -3% | O=C(NC(CC(=O)N1CCCC(C(F)(F)F)C1)c1ccccc1)c1ccccc1Cl (centres undefined)
-2.0% | 5% | CC(=O)c1cccc(NC(=O)c2cc(C)nn2-c2ccccc2)c1
-1.6% | 17% | Cc1ccc(Cl)cc1N1CCN(C(=O)CCCn2c(=O)c3cccn3c3cccnc32)CC1
3.1% | 15% | CC(=O)c1c(C)oc2ccc(NS(=O)(=O)c3ccc(C)cc3)cc12
-1.2% | 3% | O=C(O)CSC1CC(=O)N(c2ccc(Br)cc2)C1=O (centres undefined)
0.3% | 18% | CCNC(=O)N1CCC(c2nc3ccccc3s2)CC1
-1.1% | 2% | Cc1c(C(=O)N(Cc2cccc(Br)c2)C2CCS(=O)(=O)C2)oc2ccccc12 (centres undefined)
0.4% | -2% | CC1Cc2ccccc2N1Cc1cccc(S(=O)(=O)N(C)C)c1 (centres undefined)
0.2% | 18% | Cc1ccc(C(=O)NCCCNC(=O)COc2ccccc2Cl)cn1
-1.7% | 11% | CCOc1ccc(-n2c(C)c(C(C)=O)c3cc(O)ccc32)cc1
-0.8% | 15% | CC(=O)Oc1ccc(C(=O)Nc2ccc(S(=O)(=O)N3CCOCC3)cc2)cc1
0.4% | 16% | C=CCN(CC=C)Cc1c(O)ccc2c(=O)c(-c3ccccc3)coc12
1.0% | -3% | COc1ccc(C(=O)N(CC(=O)Nc2sc(C)c(C)c2C(N)=O)C2CCCC2)cc1
0.2% | 8% | CCc1ccc(C(=O)NNC(=O)c2ccc3c(=O)n4c(nc3c2)CCC4)cc1
-0.3% | -9% | COc1ccc(NCc2nc3ccccc3n2C)cc1
-1.3% | 7% | Cc1ccc(-n2nc3c(=O)n(CC(=O)NCCCc4ccccc4)nc(C)c3c2C)cc1
1.4% | -2% | CCN1C(=NCc2ccccc2)N[C@@H](c2ccccc2)[C@H](C(=O)OC)[C@H]1C
-0.9% | 9% | CCN(CC)CCNC(=O)CN1C(=O)COc2ccc(S(=O)(=O)N3CCOCC3)cc21
-1.4% | 8% | Cc1cccc(CNC(=O)C2CCC(=O)N(C3CCCC3)C2)c1 (centres undefined)
1.2% | 2% | COc1ccc(CN2CCNC(=O)C2CC(=O)NC2CCCC2)c(OC)c1 (centres undefined)

Complete entries, quoted from the list. Order of screens: HIV fusion peptide	AID2073
`CCn1cc(C(=O)Nc2ncccc2O)c(=O)c2cc(F)c(N3CCN(C(=O)c4ccco4)CC3)cc21` is entered as 1.3%	25%
`Cc1cc2c(cc1S(=O)(=O)N1CCN(c3ccccc3)CC1)OCC(=O)N2` is entered as -1.0%	7%
`COc1ccc(C(C)NC(=O)c2ccncc2)cc1` (centres undefined) is entered as 1.4%	-4%

Other entries
HIV fusion peptide | AID2073 | smiles
-0.3% | 4% | COc1ccc(NC(=O)CCc2nnc3ccc(N4CCC5(CC4)OCCO5)nn23)cc1
-1.1% | 8% | O=C(O)c1ccccc1C(=O)N1CCN(c2ncccn2)CC1
-1.2% | 6% | O=C(OCc1c(F)cccc1Cl)c1cnc2ccccc2n1
-0.9% | 8% | O=C(/C=C/c1ccc([N+](=O)[O-])cc1)N1CCN(Cc2ccccc2)CC1
3.2% | 10% | CC(C)C[C@H](NC(=O)[C@H](Cc1ccccc1)n1c(=O)[nH]c2ccccc2c1=O)C(=O)N1CCC[C@@H]1C(=O)O
-0.1% | 6% | Cc1ccc(C)c(NC(=O)CN(C)C(=O)CSC(C)C(=O)Nc2cc(C)on2)c1 (centres undefined)
-0.4% | 11% | COC(=O)C(Cc1cccc(C)n1)(c1ccccc1)c1ccccc1
-2.4% | 15% | CCOc1ccc(Nc2nc(N(C)c3ccccc3)nc(N)c2[N+](=O)[O-])cc1
-2.0% | 6% | COc1ccc(CCNS(=O)(=O)c2c(C)[nH]c(C)c2C(=O)N2CCCCC2)cc1OC
2.2% | 5% | CCCCCC(=O)Nc1cc(S(=O)(=O)N2CCOCC2)ccc1N1CCCC1
0.0% | 7% | COC(=O)Cc1nnc(SCC(=O)Nc2ccccc2)c2ccccc12
1.6% | 46% | CN1CCN(c2nc(-c3ccc(Cl)c(Cl)c3)nc3ccccc23)CC1
1.1% | 0% | COC(=O)c1ccc(NC(=O)CSc2nnc(C)n2CC2CCCO2)cc1 (centres undefined)
0.5% | -2% | CCOC(=O)c1ccc(NC(=O)Cc2cccs2)cc1
1.4% | 14% | CCc1ccc(CNC(=O)C2CCN(S(=O)(=O)N3CCCC3)CC2)cc1
2.8% | 17% | CCN1CCN(c2nc3ccccn3c(=O)c2C=O)CC1
1.8% | -5% | CCC1CSC(=Nc2ccc(C)cc2)N1C(=O)CN1C(=O)NC2(CCCC2)C1=O (centres undefined)
-1.5% | 9% | CCN(CC(=O)NCc1ccc(F)cc1)C(=O)Cc1c(F)cccc1Cl
-0.4% | 26% | COc1ccc(-c2c(C)nc3c(-c4ccccn4)cnn3c2N)cc1
-0.5% | 4% | COc1cc(C(=O)NC2CCCCC2)ccc1OC1CCN(C(C)=O)CC1
0.4% | 5% | Cc1cc(C)cc(N(CC(=O)NC2CCCCC2)C(=O)c2csnn2)c1
0.9% | -2% | COc1cccc(NC(=O)COc2ccc(Br)c(C)c2)c1
-0.2% | 7% | Cc1cccc(NS(=O)(=O)c2ccc3oc(=O)ccc3c2)c1C
3.0% | -2% | COc1ccc(Cl)cc1NC(=O)COC(=O)CCc1cc(OC)c(OC)c(OC)c1
-0.5% | 0% | CCOc1ccc(N(CC(=O)NC2CCCCC2)C(=O)CNC(=O)c2cccs2)cc1
0.6% | -5% | COc1ccc(Cc2nc3ccc(C(=O)N4CCCN(C=O)CC4)cc3o2)cc1
0.6% | 14% | O=C(NCc1ccccc1)/C(=C\c1ccc([N+](=O)[O-])cc1)NC(=O)c1ccco1
-0.5% | -3% | COc1ccccc1NC(=O)NCCN1CCCCC1
-1.4% | 9% | CC(NC=O)c1nc2ccccc2n1CCc1ccccc1 (centres undefined)
-1.3% | 14% | COC(=O)C1(C)NC(c2ccc(OC)cc2)C2C(=O)N(c3ccccc3)C(=O)C21 (centres undefined)

The list is partial; the hit share may differ from the screen's.
